TNAP inh noacc: blocks human TNAP activity with no phosphate acceptor present | P05186 | purified TNAP, CDP-star luminescence, 30 min | inhibition, % at 20 µM | 0.26% of 200,000 active | AID 1012;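 active means tissue-nonspecific alkaline phosphatase inhibition above about 50% at 20 µM in the single-dose screen, limit read from the data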;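 further: 0% = DMSO negative control and 100% = EDTA positive control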
Target sequence (P05186 whole entry, looked up): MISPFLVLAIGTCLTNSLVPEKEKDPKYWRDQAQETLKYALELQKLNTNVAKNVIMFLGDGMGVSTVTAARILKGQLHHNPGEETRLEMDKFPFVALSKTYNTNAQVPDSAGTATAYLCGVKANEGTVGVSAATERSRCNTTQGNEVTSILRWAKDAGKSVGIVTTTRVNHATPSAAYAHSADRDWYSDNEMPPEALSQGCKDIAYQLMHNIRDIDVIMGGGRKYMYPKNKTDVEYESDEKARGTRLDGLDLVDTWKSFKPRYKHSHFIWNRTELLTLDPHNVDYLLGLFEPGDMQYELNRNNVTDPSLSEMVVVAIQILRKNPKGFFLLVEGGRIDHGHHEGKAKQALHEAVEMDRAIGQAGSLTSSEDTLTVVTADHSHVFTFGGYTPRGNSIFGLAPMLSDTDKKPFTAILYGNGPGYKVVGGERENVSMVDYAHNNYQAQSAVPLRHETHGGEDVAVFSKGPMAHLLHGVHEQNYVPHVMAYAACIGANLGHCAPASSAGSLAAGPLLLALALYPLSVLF
FLuc stim CS: firefly luciferase counter-screen for stimulation assays; ATPlite luciferase biochemical, luminescence, 10 min; 0 = ATP-free wells, 1 = DMSO control; activation factor at 10 µM; P08659; AID 1027; 200,000 tested, under 10 active;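 active means luciferase activation factor, scaled between plate controls, of at least 2 with compound at 10 µM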
Target sequence (P08659 whole entry, looked up): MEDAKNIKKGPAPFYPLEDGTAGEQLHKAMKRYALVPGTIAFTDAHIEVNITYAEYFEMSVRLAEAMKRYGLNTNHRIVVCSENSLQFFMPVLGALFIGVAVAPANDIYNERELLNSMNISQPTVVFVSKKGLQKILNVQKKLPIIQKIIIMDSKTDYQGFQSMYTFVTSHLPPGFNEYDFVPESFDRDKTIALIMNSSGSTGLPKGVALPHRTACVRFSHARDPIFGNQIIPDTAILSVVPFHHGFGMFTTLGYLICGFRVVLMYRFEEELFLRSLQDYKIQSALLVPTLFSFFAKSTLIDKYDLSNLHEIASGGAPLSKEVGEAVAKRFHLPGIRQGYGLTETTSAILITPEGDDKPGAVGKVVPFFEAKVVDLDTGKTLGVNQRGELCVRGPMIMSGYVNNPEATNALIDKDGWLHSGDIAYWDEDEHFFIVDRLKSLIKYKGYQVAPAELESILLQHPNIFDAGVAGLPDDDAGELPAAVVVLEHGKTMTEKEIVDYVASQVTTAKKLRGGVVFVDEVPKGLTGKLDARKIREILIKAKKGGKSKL
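Material: luciferase plus luciferin reagent, cell-free. Medium: PBS buffer for ATP. Also added: ATP substrate, dispensed from a 10.24 µM working solution in PBS. Doses: test compounds dosed from 2 mM stocks in 100% DMSO. Incubation: 10 min post-reagent at room temperature. Technique: light output (luminescence). Read-out basis: luminescence gain marking luciferase activators.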
bIAP act: intestinal alkaline phosphatase (bovine) activation; purified bovine IAP, CDP-star luminescence, 30 min; active compounds read high; fold of DMSO-control signal, blank-subtracted; activation factor at 20 µM; 0.17% of 200,000 active; AID 1016;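 active means activation factor of 2 or more at 20 µM, a signal rise over negative controls twice the positive control's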
APP 5'UTR act: APP 5'UTR luciferase reporter activation. 1% of 190,000 active. SH-SY5Y APP 5'UTR luciferase reporter, luminescence; zero percent = DMSO vehicle wells. activation, % at 2 µM;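 active means activation above a set limit, based on mean plus 3 SD of controls, cut at about 140% in these data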; further: values of inactives mirror those of a sister screen read the other way
TNAP inh hi DEA: TNAP (human) inhibition, high acceptor. 0.03% of 200,000 active. purified TNAP, CDP-star luminescence, 1 M DEA. inhibition, % at 20 µM. P05186. AID 1135;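 active means over 50% inhibition of tissue-nonspecific alkaline phosphatase at 20 µM in the single-dose screen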;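 further: plate controls were DMSO wells for no effect and EDTA-quenched wells as full inhibition for full effect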
FLuc inh counter: inhibits firefly luciferase, flagging false hits in luciferase inhibition screens. P08659. ATPLite firefly luciferase biochemical luminescence, 10 min. inhibition, % at 10 µM. 1.5% of 200,000 active. AID 1006;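 active means inhibition above about 50% when tested at 10 µM, limit read from the data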
PMI act satM6P: increases human PMI activity with near-saturating mannose 6-phosphate. coupled PMI enzyme assay, resazurin fluorescence, 20 min; active compounds read high; 1 = untreated enzyme, 0 = substrate-free blank. activation factor at 20 µM. 0.34% of 190,000 active;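 active means activation factor of 2 or more at 20 µM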
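Material: human phosphomannose isomerase with PGI, G6PDH, diaphorase coupling enzymes / Reagent: Man-6-P substrate 1.0 mM / Dosing: single compound dose of 20 µM, 1% DMSO final / Incubation: enzyme reaction with compound 20 min at room temperature / Signal: resorufin fluorescence (Ex 544/Em 590 nm) from resazurin via diaphorase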
TNAP act hi DEA: TNAP (human) activation, high acceptor | P05186 | purified TNAP, CDP-star luminescence, 1 M DEA, 30 min; active compounds read high; 0 = EDTA background, 1 = DMSO-only activity | activation factor at 20 µM | 200,000 tested, under 10 active | AID 1136;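 active means activation factor at least 2 at 20 µM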
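Assay system: human TNAP; Input: enzyme diluted 1/800 final; Reagent: CDP-star luminogenic substrate at 100 µM final; Timing: 30 min, room temperature; Signal: luminescence; Evaluation: TNAP activation factor scaled between EDTA and DMSO control wells.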
PMI act: activators of human phosphomannose isomerase; P34949; purified human PMI, coupled resazurin fluorescence, 20 min; active compounds read high; 1 = vehicle control, 0 substrate-free wells; activation factor at 20 µM; 0.005% of 190,000 active;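 active means activation factor of 2 or more at 20 µM, relative to plate controls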
NF-kB neuron act: raises NF-kB expression in human neuronal cells. NF-kB reporter expression; active compounds read high. fold change at 12.5 µM. 1.6% of 190,000 active; in the data active means fold change above about 3.3
Active calls of the source: *; x = not tested or not shown.

SMILES	TNAP inh noacc	FLuc stim CS	bIAP act	APP 5'UTR act	TNAP inh hi DEA	FLuc inh counter	PMI act satM6P	TNAP act hi DEA	PMI act	NF-kB neuron act
CC(C)(C)NC(=O)C(c1cccnc1)N(C(=O)c1ccc(Cl)nc1)C1CCCC1 (configuration not stated)	-12	1	1.1	-12	-7	-4	x	1.1	x	1.2
O=C(NCC(c1cccs1)N1CCOCC1)c1ccc(Cl)c([N+](=O)[O-])c1 (configuration not stated)	-14	1.1	0.8	6	0	-6	0.9	1	1	1
CCN(CC)CCN1C(=O)c2oc3ccccc3c(=O)c2C1c1cccc(Br)c1 (configuration not stated)	-12	1.1	1.1	5	-10	-7	0.9	1.1	1	1.1
COc1ccc(C)cc1Nc1ccc(C(=O)O)cc1[N+](=O)[O-]	9	1	0.9	3	16	-2	1	0.8	1.1	1.1
COc1ccc(Cl)cc1S(=O)(=O)NCc1cccs1	-10	1.1	0.8	-2	-4	-9	1	1	1	1.2
O=[N+]([O-])c1ccc(CSc2nnc3ccccn23)cc1	-1	1	1	28	-2	-5	1.1	1	1	1.3
O=C(CCCn1c(SCC(=O)NCC2CCCO2)nc2ccccc2c1=O)NCc1ccccc1 (configuration not stated)	25	1.1	1	-10	-6	-10	1.1	1.1	1	1.1
COc1cccc2c1CCC(NC(C)=O)C2=O (configuration not stated)	-5	1	1.1	43	-1	0	0.6	1	0.9	1.6
CCOc1ccc(S(=O)(=O)Nc2ccc3c(c2)OCO3)c2cccnc12	-7	1	0.9	13	-3	0	0.7	1	0.9	1.1
CC(O/N=C/c1ccc(OC(F)F)cc1)C(=O)Nc1cccc(S(=O)(=O)N2CCOCC2)c1 (configuration not stated)	9	1.1	1.2	4	-4	-8	1	1	0.9	1.1
COc1ccccc1NC(=O)C(C)N1CCN(C/C=C/c2ccccc2)CC1 (configuration not stated)	-1	1	1.1	6	4	0	1	1	1	1.2
COc1ccc(CNC(=O)c2ccc(C(C)C)cc2)cc1	-20	0.9	1.1	132	-6	6	0.9	1.1	0.9	3.7*
Cc1ccc(C)n1-c1nccc(-c2cccs2)n1	-3	1	0.9	-6	0	-1	0.9	1	0.9	1.3
N#Cc1c(NCCCO)nc(-c2ccccc2)c2c1CCCC2	-2	1	1.1	9	-6	-2	0.8	1.1	0.9	0.99
Cn1cc(Br)c(C(=O)Nc2nccs2)n1	0	1	1.1	11	-1	3	1	1	0.9	1.3
CN(CC(=O)NCc1ccco1)S(=O)(=O)c1cccc2cccnc12	-13	1	0.9	-9	-9	-4	0.9	1.1	1	0.89
CCOc1ccccc1NC(=S)N(CCN(C)C)C(C)c1ccncc1 (configuration not stated)	-9	1	1.3	24	-2	-4	1	1	1	0.99
CCCn1cnc2sc(CC)cc2c1=O	-1	1	0.9	18	4	1	1.2	1	1.2	1.4
O=C(NCC1CCCO1)/C(=C\c1ccccc1)NC(=O)c1ccccc1 (configuration not stated)	-11	1.1	1	-14	-6	-6	1	1.1	1	1.1
CCOC(=O)C1CCCN(S(=O)(=O)c2ccccc2)C1 (configuration not stated)	-11	1	1	-17	-3	-4	1.1	1	1	1.4
NC(=O)/C(=C\c1cccnc1)NC(=O)c1ccccc1	-2	1.1	1.1	15	-6	-5	1.2	1.1	1.2	1.1
CN(C)S(=O)(=O)N(CC(=O)Nc1ccccc1)c1ccccc1	-7	1	0.8	-5	-2	-4	1	1	1	1.2
Cc1onc(-c2ccccc2)c1-c1n[nH]c(=S)n1-c1ccccc1Cl	-3	1.1	1	-9	-3	-6	1	1	1	0.98
CCCOC(=O)CC1C(=O)NCCN1C(=O)OC(C)(C)C (configuration not stated)	-1	1.1	1.1	27	-2	-6	1.1	1	1	1.2
CCOC(=O)c1sc(/N=C/c2c(C)[nH]n(-c3ccccc3)c2=O)c(C#N)c1C	-2	1	1	x	2	2	1.1	1	1	1.1

(listing goes on)
SMILES	TNAP inh noacc	FLuc stim CS	bIAP act	APP 5'UTR act	TNAP inh hi DEA	FLuc inh counter	PMI act satM6P	TNAP act hi DEA	PMI act	NF-kB neuron act
Cn1c(N)c(C(=O)CSc2nc(N)cc(N)n2)c(=O)n(C)c1=O	-8	1	1	-2	-3	-3	1.1	1	1.1	1
Cc1ccc2c(c1)CC1(CN2C)C(=O)OC(C)(C)OC1=O	-1	1	1.1	-3	5	3	1	1	0.8	1.1
O=C(c1ccc([N+](=O)[O-])cc1)N1CCN(C(=O)c2cccs2)CC1	-22	1	0.9	5	-1	-3	0.9	1	0.8	1.5
Cc1ccc(-c2nnc(SCC(=O)NC3CCS(=O)(=O)C3)nc2-c2ccc(C)cc2)cc1 (configuration not stated)	-5	1.1	0.6	-21	-9	-8	0.9	1.1	1	1.1
Nc1nonc1-c1noc(COc2ccccc2Cl)n1	-19	0.8	0.7	187*	-8	19	0.9	1.1	0.9	8.8*
CCc1ccc2nc(NC3=NCN(CCN4CCOCC4)CN3)nc(C)c2c1	-5	1.1	1.1	x	-9	-12	1	1.1	1	x
COc1ccc2c(c1)c1nnc(SCC(=O)N3C(C)CCCC3C)nc1n2C (configuration not stated)	-8	1	1.1	7	-4	2	0.9	1	0.9	0.43
CCC1C(=O)CC(c2ccccc2)NC1c1ccccc1 (configuration not stated)	-9	1	1.1	-16	-5	-5	1.1	1.1	1	1.2
CCn1cc(C(=O)OCC(=O)Nc2c(C)cccc2C)c(=O)c2ccc(C)nc21	-9	1.1	1	-5	-7	-6	1	1.1	1	0.95
Cc1ccc(NC(=O)C2CCN(C(=O)c3ccccc3C)CC2)cc1	-16	1	1	0	-2	-4	0.9	1	1	0.9
Cc1ccc(-c2nc(-c3cccnc3)sc2CC(=O)Nc2ccc3nc(C)sc3c2)cc1	-10	1	0.6	17	-1	-4	0.9	1	0.9	1.1
O=C(NCCc1ccc(Cl)cc1)/C(=C/c1cccnc1)NC(=O)c1ccccc1	-4	1.1	0.7	5	-2	-6	1	1	0.9	1
CCN1CCC(=NNC(=O)c2ccco2)CC1	-13	1.1	1	43	-7	-6	1.1	1.1	1	2
O=C(CCNc1ccc(F)cc1)c1cc2ccccc2o1	-12	1	1.1	46	-2	-3	0.9	1	0.9	1.3
CCNC(=O)N1c2ccccc2Sc2ccccc21	-2	1	1	-6	1	-1	0.9	1	0.9	1.1
Cc1ccc(CN=C2Nc3ccccc3CS2)cc1	-10	0.2	0.9	143*	-6	81*	1	1.1	0.9	6.8*
Cc1nonc1NC(=O)CSc1nc2c(C)cccc2cc1C#N	-8	1.1	1	55	-3	-10	1.1	1	1.2	1.4
O=C(Nc1nncs1)c1cccnc1Cl	-9	1	0.9	43	-1	4	1	1	1.1	1.3
Cc1cn(CC2COC(C)(C)O2)c(=O)[nH]c1=O (configuration not stated)	-12	1	1	0	-4	-1	1	1	0.9	1.1
O=C(CCc1nnc(Cc2ccc3c(c2)OCO3)o1)NC(c1ccccn1)C(F)(F)F (configuration not stated)	-11	1	1	-13	-6	-4	0.9	1.1	0.9	1.2
COc1ccc(/C=C2\SC(=O)N(CCNC(=O)C3CC4C=CC3C4)C2=O)cc1 (configuration not stated)	-1	0.8	1	202*	-3	20	1	1	0.9	9.5*
Cc1ccc(CN2C3=NC(=O)CN3c3ccccc32)cc1	-9	1	1.1	12	-4	-4	0.9	1	0.9	0.85
COc1ccc2[nH]c(=O)c(CN(Cc3ccccc3OC)Cc3nnnn3CC3CCCO3)cc2c1 (configuration not stated)	-11	1	1.1	0	-3	0	1	1	1.1	0.64
COc1ccc(CNC(=O)CCSCc2cccc(Cl)c2)c(OC)c1	2	1	1	4	-2	4	0.9	1	0.8	1.3
Cc1ccc(C)c(-n2c(SCC(=O)Nc3nonc3C)nnc2-c2ccoc2C)c1	-12	1.1	1	6	-8	-9	0.9	1.1	1	1.2

Additional compounds follow:
SMILES	TNAP inh noacc	FLuc stim CS	bIAP act	APP 5'UTR act	TNAP inh hi DEA	FLuc inh counter	PMI act satM6P	TNAP act hi DEA	PMI act	NF-kB neuron act
Cc1ccccc1NC(=O)c1c(Cl)nc(C)c(Cl)c1C	-11	1.1	0.9	-14	-4	-7	1.1	1	0.9	0.97
CC1=C(C(=O)Nc2ccccc2)C(c2ccc(Cl)cc2)n2c(s/c(=C/c3cccc(OCC(=O)O)c3)c2=O)=N1 (configuration not stated)	2	1	1.1	6	3	3	0.8	1	0.8	1.1
CC(=O)Nc1ccc(S(=O)(=O)Nc2ncccn2)cc1	-13	1	0.9	2	-5	-2	0.9	1.1	0.9	1.4
O=C(c1ccc(-n2cnnn2)cc1)N(C1CCCCC1)C1CCCCC1	-5	1.1	1.1	11	-4	-11	1.2	1	1.1	1.1
CCOc1ccccc1/C=N/NC(=O)c1cccc(S(=O)(=O)N(CC)CC)c1	-4	1	0.9	8	0	-3	0.9	1	0.9	1.1
CCOC(=O)c1ccc(CNC(=O)C(Cc2c[nH]c3ccccc23)NC(C)=O)o1 (configuration not stated)	-11	1.1	1	1	0	-6	1	1	1	0.96
O=C(Nc1cccc(C(=O)N2CCOCC2)c1)c1cccnc1	-14	1	1	7	-7	-4	0.9	1.1	0.9	0.91
C=CCNC(=S)N(Cc1ccccc1)Cc1ccccc1	-13	1.1	0.8	18	-6	-10	1	1.1	1	1.1
Cc1ccc(-n2ncc(C#N)c2/N=C/N2CCCCCC2)cc1	-14	1	1	-7	-2	-3	1	1	1	0.93
Cc1ccccc1OCC(=O)NCCC(=O)O	-8	1	1	12	-4	-4	1	1	1	1.2
COc1ccccc1CN1CCNC(=O)C1CC(=O)NC1Cc2ccccc2C1 (configuration not stated)	-5	1	1.1	19	-1	-5	0.9	1	0.9	1.1
COc1cc(NC(=O)CN(c2cc(C)cc(C)c2)S(=O)(=O)c2c(C)noc2C)cc(OC)c1	-23	1	0.9	-4	-6	-4	0.8	1.1	0.9	0.89

Part of the list above in order of length of the SMILES, descending.
SMILES	TNAP inh noacc	FLuc stim CS	bIAP act	APP 5'UTR act	TNAP inh hi DEA	FLuc inh counter	PMI act satM6P	TNAP act hi DEA	PMI act	NF-kB neuron act
COc1ccccc1NC(=O)C(C)N1CCN(C/C=C/c2ccccc2)CC1 (configuration not stated)	-1	1	1.1	6	4	0	1	1	1	1.2
O=C(NCC1CCCO1)/C(=C\c1ccccc1)NC(=O)c1ccccc1 (configuration not stated)	-11	1.1	1	-14	-6	-6	1	1.1	1	1.1
CN(CC(=O)NCc1ccco1)S(=O)(=O)c1cccc2cccnc12	-13	1	0.9	-9	-9	-4	0.9	1.1	1	0.89
Cc1ccc2c(c1)CC1(CN2C)C(=O)OC(C)(C)OC1=O	-1	1	1.1	-3	5	3	1	1	0.8	1.1
CCN1CCC(=NNC(=O)c2ccco2)CC1	-13	1.1	1	43	-7	-6	1.1	1.1	1	2

Some of these compounds in order of the TNAP inh noacc value, lowest first:
canonical_smiles | TNAP inh noacc
O=C(CCNc1ccc(F)cc1)c1cc2ccccc2o1 | -12
Cc1onc(-c2ccccc2)c1-c1n[nH]c(=S)n1-c1ccccc1Cl | -3
Cc1ccc2c(c1)CC1(CN2C)C(=O)OC(C)(C)OC1=O | -1

Screens deposited in PubChem BioAssay by several laboratories.
